GAA inh: qHTS Assay for Inhibitors of Human alpha-Glucosidase as a Potential Chaperone Treatment of Pompe Disease | Lysosomal alpha-glucosidase (Homo sapiens), P10253 | 200,000 compounds, 0.005% hits | Potency, µM (doses to about 76.9 µM), for inactives: at the top dose activity change, negative = inhibition, actives largely listed as inhibitors | purified human GAA, 4-MU-alpha-glucoside fluorescence;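 further: plate controls were uninhibited enzyme wells for no effect and no-enzyme background for full effect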
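qHTS format, compound range up to 77 uM. Human lysosomal enzyme at 4 nM, 400 uM 4-MU glucoside substrate, pH 5.0, 20 min room temperature; fluorescence after alkaline stop gives activity normalized to controls.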
HttQ103 aggreg: qHTS Multiplex Assay to Identify Dual Action Probes in a Cell Model of Huntington: Aggregate Formation (GFP); PC12 HttQ103-GFP aggregates, Acumen cytometry, 40 h; 220,000 compounds, 1.1% hits; Potency, µM (doses to about 46.1 µM), for the others: at the top dose activity change, negative = inhibition, usual class: inhibitors; further: on the % scale 0 is the no-effect control and ±100 the full control effect; nearly all actives have a fitted effect of over 60% in size
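Huntingtin Q103 exon 1–GFP aggregates in induced PC12 cells (100 nM tebufenozide) were quantified by cytometry from lysates, with compounds dosed in titration.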
GAA glycogen mod: qHTS Assay for Inhibitors and Activators of Human alpha-Glucosidase Cleavage of Glycogen. Lysosomal alpha-glucosidase (Homo sapiens), P10253. recombinant GAA, glycogen substrate, Amplex Red glucose oxidase fluorescence. Potency, µM (series often up to 76.4 µM), inactives show at the top dose activity change, negative = inhibition, usual class: inhibitors. 300,000 compounds, 0.38% hits. AID 2100, 2009;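 further: 0% = full enzyme reaction and -100% = no-enzyme basal signal; the screen sought inhibitors and activators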
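qHTS, 1536-well; enzyme 4 nM final; cpd up to 77 uM; substrate bovine liver glycogen 30 ug; 50 mM citrate/phosphate pH 5.0, 0.01% Tween-20; 37 C, 40 min; Amplex Red detection 45 min RT; Hill fit → AC50.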
HTT cytoprotect: qHTS Multiplex Assay to Identify Dual Action Probes in a Cell Model of Huntington: Cytoprotection (ATP). 230,000 compounds, 0.14% hits. PC12 HTT-Q103 induced, cytoprotection, ATP luminescence, 40 h. Potency, µM (series often up to 56.4 µM), without a hit: cytoprotection (ATP increase), actives largely listed as activators;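 further: % of control where 0% means no effect; nearly all actives have a fitted effect of over 45% in size; toxic huntingtin expression switched on by the ecdysone agonist tebufenozide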
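PC12 cells with ecdysone-inducible HTT exon 1 Q103-GFP, induced with 100 nM tebufenozide and co-treated with library compounds in a dose series (1536-well, 1500 cells/well). Cytoprotection read as ATP content by ATPlite luminescence.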
GoLoco inh red: qHTS Assay for Inhibitors of RGS12 GoLoco Motif Activity (Red Fluorophore); Guanine nucleotide-binding protein G(i) subunit alpha-1 (Homo sapiens), P63096; Gai1:RGS12 GoLoco peptide FP, rhodamine, 10 min; Potency, µM (top dose mostly 61.6 µM), without a hit: at the top dose activity, negative = inhibition, hits mostly inhibitors; 230,000 compounds, 0.44% hits; AID 880, 2007; active means well fitted inhibition curve with a large enough effect, not every such curve was filed as active; inactive means no such curve, though single readings can be large or run the other way; further: on the % scale 0 is the no-effect control and ±100 the full control effect; nearly all actives have a fitted effect of over 30% in size; many of its hits are not listed in these tables
Target sequence (P63096 whole entry, looked up): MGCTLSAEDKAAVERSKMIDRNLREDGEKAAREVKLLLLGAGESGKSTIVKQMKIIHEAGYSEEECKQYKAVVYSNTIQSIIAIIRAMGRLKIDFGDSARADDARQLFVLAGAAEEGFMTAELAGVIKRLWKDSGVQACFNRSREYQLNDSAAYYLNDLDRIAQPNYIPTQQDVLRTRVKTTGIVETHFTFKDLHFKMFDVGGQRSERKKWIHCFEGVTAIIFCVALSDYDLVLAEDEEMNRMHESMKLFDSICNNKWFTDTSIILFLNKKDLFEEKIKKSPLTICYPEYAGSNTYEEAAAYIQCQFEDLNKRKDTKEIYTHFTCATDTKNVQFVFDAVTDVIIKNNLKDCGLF
GAA spleen mod: qHTS Assay for Inhibitors and Activators of Human alpha-Glucosidase From Spleen Homogenate; AID 2112, 2009; Lysosomal alpha-glucosidase (Homo sapiens), P10253; human spleen homogenate, 4-MU-alpha-glucoside fluorescence; 240,000 compounds, 0.006% hits; Potency, µM (titrated, usually from 79.9 µM), inactives show top-dose activity change, negative = inhibition, hits mostly inhibitors;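 further: 0% = enzyme with vehicle and -100% = no enzyme basal signal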
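Enzyme source: human spleen homogenate, 1 ug/well. Buffer 50 mM citric acid/K phosphate pH 5.0, 0.01% Tween-20. 4-MU-alpha-glucoside 1 mM; 37 C x 40 min; NaOH/glycine stop; fluorescence.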
IMPase Li cell: qHTS Assay for Identifying the Cell-Membrane Permeable IMPase Inhibitors: Potentiation with Lithium. CHO-M1 cells, IP1 TR-FRET (IP-One), carbachol + lithium. Potency, µM (series often up to 59.4 µM), for inactives: at the top dose activity, negative = IMPase inhibition, most hits filed as inhibitors. 210,000 compounds, 0.35% hits;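 further: IP1 builds up when IMPase is blocked and the TR-FRET signal falls; plate controls were basal vehicle for no effect and high inhibitor control for full effect; nearly all actives have a fitted effect of over 50% in size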
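Concentration–response in CHO-M1 cells, lithium-potentiated; 30 min at 37C. IP1 detected by competitive TR-FRET after 10 min lysis at RT. Hill-fitted AC50.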
* = called active by the depositor; ? = inconclusive; nt = not tested or not shown; & = joins results of further samples; [ ] = remark or other dose. Unless noted, the call rests on the fitted dose curve; in most records, active means well fitted curve in the direction sought with a large enough effect; inconclusive means small, poorly fitted or top-dose-only effect, or another doubt; inactive means no such curve, though single readings can be large; an effect the other way counts as inactive or inconclusive. Potency means the concentration at half of the fitted maximal effect.

[1] C=CCNC(=O)c1sc(SC)cc1-c1ccc(Cl)cc1
[2] Cc1cc(NC(=O)COC(=O)COc2ccc(Cl)cc2C)c([N+](=O)[O-])cc1C
[3] NC(N)=NC1=NC(=O)C(Cc2ccccc2)S1 (configuration not stated)
[4] Cc1cc(C)cc(OCc2nc(-c3cccnc3)no2)c1
[5] Cc1ccc(-c2cc(C(F)F)n3ncc(C(=O)Nc4c(C)nn(Cc5c(Cl)cccc5Cl)c4C)c3n2)cc1
[6] Cc1cc2nc(N)sc2cc1C
assay / entry | 1 | 2 | 3 | 4 | 5 | 6
GAA inh | -10% | -3% | 12% | ? | 6% | 3%
HttQ103 aggreg | 3% | -4% | 21%[9.22 µM] | 4%[9.22 µM] | 9% | 1%
GAA glycogen mod | -1% | 7% | -3% | 22% | -10% | 2%
HTT cytoprotect | -11%[10 µM] | 6%[10 µM] | 28%[10 µM] | 0%[10 µM] | -23% | -44%&-69%[inhibitor]
GoLoco inh red | -4% | 11% | 7% | 0% | 1% | 2%&-8%
GAA spleen mod | -7% | 2% | 5% | 11% | 5% | 6%&1%
IMPase Li cell | 49%[activator][38.3 µM] | 1% | 12% | 0% | 28%[38.3 µM] | -24%

[7] Cc1ccc(NC(=O)COC(=O)c2sccc2C)cc1S(=O)(=O)N1CCOCC1
[8] O=C(O)CCCCCCC1C(=O)NC(=O)N1CCC(O)C1CCCCC1 (configuration not stated)
[9] C=C(C)c1cccc(C(C)(C)NC(=O)Nc2nnc(C(C)C)s2)c1
[10] O=C(Nc1cccc2ccccc12)/C(=C/c1ccc([N+](=O)[O-])cc1)NC(=O)c1ccccc1
[11] Cc1ccc(C(=O)Nc2ccc(Cl)cc2C)c(Cl)c1
[12] CN(C)/C=C/C(=O)c1ccc(Cl)cc1Cl
assay / entry | 7 | 8 | 9 | 10 | 11 | 12
GAA inh | -9% | 0%[15.4 µM] | nt | 2% | -2% | 6%
HttQ103 aggreg | -7% | -9% | -4%[9.22 µM] | 2% | 6% | 4%
GAA glycogen mod | 6% | -68% | 3% | 3% | 20% | 18%
HTT cytoprotect | 25%[10 µM] | nt | 2%[10 µM] | -4% | nt | 5%
GoLoco inh red | nt | -8% | 7% | 1% | 0% | 12%
GAA spleen mod | -4% | 3% | -5% | 5% | 5% | 4%
IMPase Li cell | nt | -2% | nt | -7%[38.3 µM] | 15% | 1%

[13] CCOc1ccc(-c2ccc(SCC(=O)N3CCOCC3)nn2)cc1
[14] Cc1ccc2[nH]c(=O)c(CN(CC3CCCO3)S(=O)(=O)c3c(C)ccc4nsnc34)cc2c1 (configuration not stated)
[15] Cc1ccc(C)c(S(=O)(=O)N2C(=S)NC(=O)C2CC(C)C)c1 (configuration not stated)
[16] CCOC(=O)c1c(C)[nH]c2c1cc(O)c1ccccc12
[17] Nc1ccc(Br)cc1C(=O)O
[18] Oc1c(Cl)cc(Cl)cc1/C=N/NC(=S)NC1CC2C=CC1C2 (configuration not stated)
assay / entry | 13 | 14 | 15 | 16 | 17 | 18
GAA inh | -2% | -14% | -5% | 0% | -2% | -3%
HttQ103 aggreg | 16% | -2%[9.22 µM] | -2% | -13% | -13% | -6%[9.22 µM]
GAA glycogen mod | -4% | 5% | 1% | 16µM* | 12% | -12%
HTT cytoprotect | -35%[10 µM] | -31% | -10% | -18% | -3%[10 µM] | 5%[10 µM]
GoLoco inh red | 2% | -10% | 0% | 2% | 2% | -1%
GAA spleen mod | -14% | -16% | 0% | -1% | -9% | 7%
IMPase Li cell | 5% | 4%[38.3 µM] | 25%[38.3 µM] | 49%[activator][38.3 µM] | -6% | nt

Part of the list above in order of formula weight, smallest number first:
[3] NC(N)=NC1=NC(=O)C(Cc2ccccc2)S1 (configuration not stated)
[16] CCOC(=O)c1c(C)[nH]c2c1cc(O)c1ccccc12
[11] Cc1ccc(C(=O)Nc2ccc(Cl)cc2C)c(Cl)c1
[7] Cc1ccc(NC(=O)COC(=O)c2sccc2C)cc1S(=O)(=O)N1CCOCC1
assay / entry | 3 | 16 | 11 | 7
GAA inh | 12% | 0% | -2% | -9%
HttQ103 aggreg | 21%[9.22 µM] | -13% | 6% | -7%
GAA glycogen mod | -3% | 16µM* | 20% | 6%
HTT cytoprotect | 28%[10 µM] | -18% | nt | 25%[10 µM]
GoLoco inh red | 7% | 2% | 0% | nt
GAA spleen mod | 5% | -1% | 5% | -4%
IMPase Li cell | 12% | 49%[activator][38.3 µM] | 15% | nt

Further structures follow:
[19] Cc1cc(C)nc(/N=C2/NC(=O)CS2)n1
[20] Cc1cccc(C)c1NC(=O)CN(C)CC(=O)Nc1ccccc1Br
[21] COCCNC(=O)C(c1ccc(F)cc1)N(Cc1ccco1)C(=O)CCC(=O)Nc1nccs1 (configuration not stated)
[22] O=C(NC(=S)Nc1ccc(N2CCOCC2)cc1)c1ccc2c(c1)OCCO2
[23] COc1ccc(-c2noc(N(C)CC(=O)Nc3cccc(C(F)(F)F)c3)n2)cc1
[24] N#CC(C#N)=Cc1ccccc1OCc1ccccc1
assay / entry | 19 | 20 | 21 | 22 | 23 | 24
GAA inh | 2% | -6% | 1% | -7% | -9% | nt
HttQ103 aggreg | 26% | 2% | -11% | 14% | -6% | -5%[9.22 µM]
GAA glycogen mod | 2% | 1% | -7% | 1% | -3% | -10%
HTT cytoprotect | 3%[10 µM] | -14% | -12% | nt | -6% | -21%[10 µM]
GoLoco inh red | -2% | 13% | 8% | 7% | 5% | 2%
GAA spleen mod | 4% | 1% | 1% | 2% | 5% | 3%
IMPase Li cell | 3%[38.3 µM] | -4%[38.3 µM] | -16%[38.3 µM] | 2% | 3%[38.3 µM] | nt

[25] N#Cc1c(N)nc2c(c1-c1ccncc1)CCCCC2
[26] COc1cc(/C=C(\C#N)c2nc3ccccc3n2C)cc(OC)c1O
[27] O=C(NCC1CCCO1)c1ccc2ccccc2n1 (configuration not stated)
[28] COc1ccc(C(c2nnnn2Cc2cccs2)N2CCN(c3ccccc3F)CC2)cc1 (configuration not stated)
[29] COc1cc(OC)cc(C(=O)NC(C(=O)NCCN(C)C)C23CC4CC(CC(C4)C2)C3)c1 (configuration not stated)
[30] CCn1c(CSc2nc(C)cc(C)n2)nnc1SCC(N)=O
assay / entry | 25 | 26 | 27 | 28 | 29 | 30
GAA inh | 3% | -2% | -7% | -7% | -1% | 3%
HttQ103 aggreg | -27% | 17% | ? | 0% | -11% | 2%[9.22 µM]
GAA glycogen mod | 4% | 11% | 0% | 2% | 3% | 4%
HTT cytoprotect | -3%[0.074 µM] | nt | -20% | -16% | -28% | 9%[10 µM]
GoLoco inh red | -21% | 187%[activator] | -11% | -3% | -1% | 2%
GAA spleen mod | -4% | -8% | -2% | 1% | -3% | 0%
IMPase Li cell | -3%[38.3 µM] | 30%[activator] | 11%[38.3 µM] | 6%[38.3 µM] | -6%[38.3 µM] | -1%

[31] N[C@@H](Cc1c[nH]c2ccccc12)C(=O)O
[32] O=C(O)C1C2C=CC(C2)C1C(=O)NCCCN1CCOCC1 (configuration not stated)
[33] O=C(Nc1ccc(Cl)cc1)NC1CCCCC1
[34] O=C(CCn1nc(-c2ccc(Cl)cc2)c2ccccc2c1=O)NCC1CCCO1 (configuration not stated)
[35] CCOC(=O)c1ccccc1OCc1cc(/C=N/NC(=O)c2ccncc2)ccc1OC
[36] Cc1ccc2c(c1)COc1c3ccc(C(=O)N[C@@H](CO)C(C)C)cc3nn1-2
assay / entry | 31 | 32 | 33 | 34 | 35 | 36
GAA inh | nt | -7% | 0% | -6% | nt | nt
HttQ103 aggreg | -5%[9.22 µM] | -2% | 28% | 24% | 35%[9.22 µM] | -25%[9.22 µM]
GAA glycogen mod | 2% | -12% | 1% | 10% | -3% | -2%
HTT cytoprotect | 0%[10 µM] | 7%[10 µM] | 11% | -2% | ? | -17%[10 µM]
GoLoco inh red | -10%&-3% | 13% | 5% | -7% | -1% | 39%[activator]
GAA spleen mod | -2%&6% | 8% | -2% | -3% | -3% | 8%
IMPase Li cell | 8% | 26%[38.3 µM] | -4%[38.3 µM] | 20%[38.3 µM] | nt | nt

[37] O=C(Nc1cc(S(=O)(=O)N2CCOCC2)ccc1N1CCOCC1)c1ccc(Cl)nc1
[38] COc1ccc(CC(=O)Nc2sc(Cc3ccccc3)c(C)c2C(N)=O)cc1
[39] COC(=O)c1ccc(NC(=O)CCc2c(C)nc3ncnn3c2C)cc1
[40] O=C(Nc1ccc2nc(-c3cccnc3)[nH]c2c1)c1ccccc1F
[41] CNC(=O)C1CC(=O)N(CCc2ccc(OC)cc2)C(=Nc2ccc(OC)cc2)S1 (configuration not stated)
[42] NNC(=O)C(=O)Nc1ccc(O)cc1
assay / entry | 37 | 38 | 39 | 40 | 41 | 42
GAA inh | nt | -7% | -3% | 4% | 2% | 1%[15.4 µM]
HttQ103 aggreg | 30%[9.22 µM] | 2% | 18% | -1% | 20% | 13%[9.22 µM]
GAA glycogen mod | -7% | 5% | 4% | -4% | 2% | ?
HTT cytoprotect | -5%[10 µM] | -15% | -2% | -30%[10 µM] | 16%[10 µM] | 1%[10 µM]
GoLoco inh red | -3% | nt | -9% | -5% | -10% | -24%
GAA spleen mod | -5% | 6% | -5% | -6% | 4% | 4%
IMPase Li cell | nt | nt | -1%[38.3 µM] | 6% | 11% | nt

[43] COc1ccc(/C=C2\CCn3c2nc2cc(C(=O)O)ccc2c3=O)cc1OC
[44] O=S(=O)(Cc1cc(-c2ccc(Cl)cc2)no1)c1ccccc1
[45] CCOC(=O)Nc1ccc2c(c1)nc(CN1CCOCC1)n2C
[46] CC(C)C[C@H](NC(=O)c1nc[nH]c1C(=O)NC1CCN(C(=O)OC(C)(C)C)CC1)C(=O)OCc1ccccc1
[47] CCCc1ccc(S(=O)(=O)NCCc2ccncc2)cc1
assay / entry | 43 | 44 | 45 | 46 | 47
GAA inh | -6%[15.4 µM] | 5% | -8% | nt | -4%
HttQ103 aggreg | 13%[9.22 µM] | ? | -9% | 16%[9.22 µM] | ?
GAA glycogen mod | -9% | 2% | 3% | -14% | -1%
HTT cytoprotect | -7%[10 µM] | -2%[10 µM] | -15%[0.074 µM] | 5%[10 µM] | -5%
GoLoco inh red | 4% | -3% | 0% | -10% | 3%
GAA spleen mod | 2% | 1% | 1% | -20% | 0%
IMPase Li cell | nt | 24%[38.3 µM] | -11%[38.3 µM] | 11% | 24%[38.3 µM]

Compound activity from PubChem.

An excerpt; rates above refer to the full screens.
